ST2 IL33 inh – blocks human ST2 binding to IL-33. inhibition, % for hits at 17 µM. AlphaLISA ST2-Fc/biotin-IL-33 interaction, 1 h. 78,000 tested, 2.3% active. Q01638; in the data active = inhibition above about 30%; inconclusive = mostly about 10% to 28%
Target sequence (Q01638 whole entry, looked up): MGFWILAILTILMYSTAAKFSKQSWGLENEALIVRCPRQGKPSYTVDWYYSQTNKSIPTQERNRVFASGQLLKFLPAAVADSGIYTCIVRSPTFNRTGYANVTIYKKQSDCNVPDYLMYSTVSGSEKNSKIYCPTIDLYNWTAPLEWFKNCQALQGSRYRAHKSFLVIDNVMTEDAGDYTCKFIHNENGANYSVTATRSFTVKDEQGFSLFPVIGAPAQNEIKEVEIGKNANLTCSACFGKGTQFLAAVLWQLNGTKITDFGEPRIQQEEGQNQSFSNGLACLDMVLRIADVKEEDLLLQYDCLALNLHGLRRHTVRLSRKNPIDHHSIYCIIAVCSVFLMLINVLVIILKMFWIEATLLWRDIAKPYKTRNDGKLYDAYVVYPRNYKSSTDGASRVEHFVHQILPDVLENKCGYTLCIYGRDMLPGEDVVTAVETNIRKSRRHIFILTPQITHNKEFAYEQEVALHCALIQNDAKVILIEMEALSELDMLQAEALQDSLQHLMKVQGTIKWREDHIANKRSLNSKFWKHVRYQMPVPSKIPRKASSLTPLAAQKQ
* hit, by the source's call; i = inactive; ? = inconclusive. Not all compounds are listed, so the mix of outcomes need not match the whole.

cpd | compound | ST2 IL33 inh
1 | COc1ccc(-c2cc(O)c3c(C)oc(C)c3c(=O)c2)cc1 | ?
2 | O=Cc1cn(CC(=O)Nc2ccc(F)cc2)c2ccccc12 | i
3 | Cc1cc(C)n(CCCC(=O)N2CC(N3CCCCC3C)C2)n1 (centres undefined) | ?
4 | Clc1ccc(C2CC(c3ccccc3)n3nnnc3N2)cc1 (centres undefined) | i
5 | NNC(=O)c1ccc(NS(=O)(=O)c2ccccc2)cc1 | ?
6 | CCC1CCCCN1CCNS(=O)(=O)c1cccc2cccnc12 (centres undefined) | i
7 | Cc1cc(C)c(CN2CCOC3(CNCCOC3)C2)c(-n2cccn2)c1 (centres undefined) | i
8 | CNC(=O)c1ccc(C2CCCN2c2nc(CCN)nc3ccccc23)s1 (centres undefined) | ?
9 | C/C=C(\C)c1cc(OC)c(C)c2c1Oc1c(CO)c(O)cc(/C(C)=C/C(=O)O)c1C(=O)O2 | i
10 | Cc1nn(Cc2ccc(F)cc2)c(C)c1NC(=O)c1cc(-c2ccc(Br)cc2)on1 | i
11 | O=C(/C=C1\Sc2ccccc2NC1=O)NCc1ccc2c(c1)OCO2 | i
12 | CCN(CC)Cc1c(C)[nH]c2ccc(Cl)cc2c1=O | i
13 | Cc1ccc(N2CN=c3s/c(=C\c4ccco4)c(=O)n3C2)cc1 | 34%*
14 | COCCN(CCOC)CC[C@@H]1CC[C@H](O)[C@@H](C(=O)Nc2ccccc2)O1 | 38%*
15 | COc1ccc(OC)c(C2C(C(=O)Nc3ccccn3)=C(C)NC3=C2C(=O)CC(C)(C)C3)c1 (centres undefined) | i
16 | CC(=O)N1c2c(cc(Br)cc2S(=O)(=O)Nc2ccc(F)cc2)CC1C (centres undefined) | i
17 | CC(C)CCNC(=O)C1c2c(n(C)c3ccccc23)SCC(=O)N1c1ccc(F)cc1 (centres undefined) | i
18 | CC(C)C1=NOC(CNC(=O)c2scc3c2CCCC3)C1 (centres undefined) | i
19 | CCCc1cc(C(=O)Nc2ccn(Cc3ccc(C)cc3)n2)no1 | i
20 | COc1ccccc1/C=C/C1=NC(=C\c2ccc(SC)cc2)/C(=O)O1 | i

Reprinted from the part before: seven compounds; new compounds follow.
cpd | compound | ST2 IL33 inh
14 | COCCN(CCOC)CC[C@@H]1CC[C@H](O)[C@@H](C(=O)Nc2ccccc2)O1 | 38%*
15 | COc1ccc(OC)c(C2C(C(=O)Nc3ccccn3)=C(C)NC3=C2C(=O)CC(C)(C)C3)c1 (centres undefined) | i
16 | CC(=O)N1c2c(cc(Br)cc2S(=O)(=O)Nc2ccc(F)cc2)CC1C (centres undefined) | i
17 | CC(C)CCNC(=O)C1c2c(n(C)c3ccccc23)SCC(=O)N1c1ccc(F)cc1 (centres undefined) | i
18 | CC(C)C1=NOC(CNC(=O)c2scc3c2CCCC3)C1 (centres undefined) | i
19 | CCCc1cc(C(=O)Nc2ccn(Cc3ccc(C)cc3)n2)no1 | i
20 | COc1ccccc1/C=C/C1=NC(=C\c2ccc(SC)cc2)/C(=O)O1 | i
21 | Cc1cc(N2CCN(C)CC2)nc2ccc(NC(=O)CCC(=O)N3CCCC3)cc12 | i
22 | CC(C)(C)N1C(=O)C(CC(=O)Nc2ccccc2[N+](=O)[O-])SC1=Nc1ccccc1 (centres undefined) | ?
23 | O=C(NCc1ccco1)c1cnc2n(c1=O)CCS2 | i
24 | CCOc1ccc(C2C(C#N)=C(C(=C=[N-])C#N)NC(O)(C3CC3)C2[n+]2ccc(C)cc2)cc1 (centres undefined) | ?
25 | COc1ccc2nc3oc(C(=O)NCCCN4CCOCC4)cc3cc2c1 | i
26 | CC(C)N(C)Cc1nnnn1CC(=O)N(C)Cc1ccnc2ccccc12 | i
27 | C=CCNC(=O)C[C@@H]1CCN(C(=O)Nc2ccccc2)C[C@@H]1CC | i
28 | CC(=O)Nc1nc2ccc(OC(F)(F)F)cc2s1 | i
29 | COc1ccc(/C=C/CN2CCN(c3nccc4ccccc34)CC2)cc1 | ?
30 | Cc1cc(C)c2c(CC(=O)N3CCCC(O)(CO)CC3)coc2c1C (centres undefined) | i
31 | Cc1ccc([N+](=O)[O-])cc1NC(=O)C12CC3CC(CC(C3)C1)C2 | i
32 | COc1ccc(-c2noc(Cn3nc(C)c(C)c3C)n2)c(OC)c1OC | ?
33 | O=C(Oc1cccc(Br)c1)c1cccnc1 | i
34 | O=C(O)CCC(=O)N[C@H]1CCN2C(=O)c3cc(-c4ccc(F)cc4F)ccc3NC(=O)[C@H]12 | i
35 | CCCn1nc(C)cc1NC(=O)c1cccc(CN2CCC(=O)NCC2C)c1 (centres undefined) | ?
36 | COc1ccc(-c2nnc(Nc3cccc(O)c3)c3ccccc23)cc1 | i
37 | CCOc1ccc(C(=O)Nc2cccc(N3CCCS3(=O)=O)c2)cc1OCC | i
38 | Cc1cc2c(Nc3ccc(C)c(Cl)c3)ncnc2s1 | ?
39 | Cn1c(C(O)(c2ccccc2)c2nc3ccccc3n2C)nc2ccccc21 | i
40 | c1cnn(CC2(CNC3CCN(c4ccc5c(c4)OCO5)CC3)CC2)c1 | ?
41 | O=C(c1ccco1)N1CCN=C1SCc1ccccc1F | ?
42 | Cc1ccc2cccc(Oc3ncnc(N)c3[N+](=O)[O-])c2n1 | i
43 | COc1ccc(-c2csc(/C(C#N)=C/c3ccc(Br)o3)n2)cc1 | 42%*
44 | Cc1cc(S(=O)(=O)Nc2cccnc2)c(Cl)cc1Cl | i
45 | C[C@H]1Cc2ccccc2C(=O)N1 | i
46 | Cc1ccc(Cl)cc1NS(=O)(=O)c1ccc2c(c1)CCN2C(=O)C1CC1 | i
47 | CNC(=O)c1ccc(CN2C[C@@H]3C[C@H](C2)[C@@H]2CCCC(=O)N2C3)o1 | i
48 | Cc1cccnc1-c1ccc2c(c1)CC(CNC(=O)c1ccccc1)O2 (centres undefined) | ?
49 | CCOc1cc2c(cc1OCC)C1C(C(=O)NC(C)CC)c3ccccc3C(=O)N1CC2 (centres undefined) | i
50 | COc1ccc(NC(=O)[C@H](C)NC(C)=O)cc1NC(=O)c1ccccc1 | ?
51 | COc1ccccc1C(=O)N(c1ccc(Br)cc1)C1C=CS(=O)(=O)C1 (centres undefined) | i
52 | CN(Cc1cccc(Cl)c1)C(=O)c1cc(CN2CCCC(O)C2)on1 (centres undefined) | i
53 | COc1ccc(C2CC(C(F)(F)F)n3nc(C(N)=O)c(Cl)c3N2)cc1OC (centres undefined) | i
54 | Cc1cccc(NC(=O)C2(S(=O)(=O)c3ccc(Cl)cc3)CC2)n1 | ?
55 | COc1cccc(C(=O)N2CCN=C2SCc2cccnc2)c1 | i
56 | O=C(Cn1c(=O)[nH]c2ccsc2c1=O)Nc1ccccc1 | i
57 | COc1ccccc1-n1cc(C(=O)N2CCC3(CCCN(C)C3=O)C2)cn1 (centres undefined) | i
58 | O=C(Nc1ccc(Cl)cn1)C(c1ccccc1)c1ccccc1 | i
59 | O=C(c1n[nH]c2c1CCC2)N1CCC2(CC1)C(=O)Nc1ccccc12 | i
60 | C/C=C/CC(=O)Nc1cccc(C(=O)Nc2c(C)cccc2C)c1 | i

An excerpt of these results, field by field:
#43 COc1ccc(-c2csc(/C(C#N)=C/c3ccc(Br)o3)n2)cc1
  ST2 IL33 inh: 42%*
#44 Cc1cc(S(=O)(=O)Nc2cccnc2)c(Cl)cc1Cl
  ST2 IL33 inh: i

(next part)
cpd | compound | ST2 IL33 inh
61 | Nc1ncnc(Sc2nc3ccccc3s2)c1[N+](=O)[O-] | i
62 | COc1cccc(NC(=O)C2Cc3ccccc3C(=O)O2)c1 (centres undefined) | i
63 | O=C(CC1COCCN1)NCc1scnc1-c1ccccc1 (centres undefined) | ?
64 | COc1ccc(-c2cc(N3CCN(S(=O)(=O)Cc4ccccc4)CC3)ncn2)cc1 | i
65 | Nc1ccccc1Nc1c([N+](=O)[O-])c(=O)oc2ccccc12 | i
66 | Cc1c(C(=O)N2CCCC3(CC2)CN(C)C(=O)O3)sc2ccccc12 (centres undefined) | i
67 | COc1ccc(Nc2nc(Cl)nc(Nc3cccc([N+](=O)[O-])c3)n2)cc1 | ?
68 | COc1ccc(CN2CCCC(O)C2)cc1Br (centres undefined) | i
69 | NC(=O)[C@H](CCC(=O)O)NC(=O)C1=C[C@@H](NC(=O)CC2(CC(=O)O)CCCC2)[C@@H](O)[C@H](O)C1 | i
70 | COc1ccc(C2C(C#N)=C(N)Oc3n[nH]c(-c4ccc(F)cc4)c32)cc1OC (centres undefined) | 31%*
71 | COc1ccc(-c2ncc(CN3CCCC(Nc4ccc(F)cc4)C3)cn2)cc1 (centres undefined) | i
72 | N#C/C(=C/c1ccc2c(c1)OCO2)c1nc(-c2cccc(Br)c2)cs1 | 30%*
73 | COc1ccc(C2C(Oc3ccccc3C)C(=O)N2c2cccc([N+](=O)[O-])c2)cc1OC (centres undefined) | ?
74 | Cn1ccn2ncc(C(=O)NC3CCCN(C(=O)c4cccs4)C3)c12 (centres undefined) | i
75 | O=c1[nH]c(SCc2ccccc2)nc(O)c1Cc1ccccc1 | i
76 | O=[N+]([O-])c1ccc(S(=O)(=O)NC2CCCC2)cc1 | i
77 | Cc1cc(C)c(C(=O)c2ccc(C(=O)N3CCOCC3)cc2)c(C)c1 | i
78 | OCc1ccc(CN2CCC(c3cc(-c4ccccc4Cl)n[nH]3)CC2)o1 | ?
79 | CCN(CC)c1ccc(C2OCC3(CO2)SC2=NCN(C)CN2C3=O)cc1 (centres undefined) | ?
80 | CC(C)c1cc(C2CCN(C(=O)C3CC(=O)c4ccccc43)CC2)[nH]n1 (centres undefined) | i

Among those listed so far, 3 contain an aryl thioether with sulfur outside any ring:
cpd | compound | ST2 IL33 inh
20 | COc1ccccc1/C=C/C1=NC(=C\c2ccc(SC)cc2)/C(=O)O1 | i
61 | Nc1ncnc(Sc2nc3ccccc3s2)c1[N+](=O)[O-] | i
75 | O=c1[nH]c(SCc2ccccc2)nc(O)c1Cc1ccccc1 | i

(listing goes on)
cpd | compound | ST2 IL33 inh
81 | Cc1nn(CCCC(=O)Nc2c(F)cc(F)cc2Br)c(C)c1[N+](=O)[O-] | i
82 | CCn1nc(C)c(Cn2ccnc2-c2cnc(N(C)C)s2)c1C | ?
83 | COc1ccc(N=Cc2cc(Cl)cc(Cl)c2O)cc1OC | ?
84 | CCOC(=O)N1CCC(NCC(=O)Nc2ccc(N(C)C(C)=O)cc2)CC1 | i
85 | COc1ccc(NC(=O)CCC2CCCN(C/C=C/c3ccccc3)C2)c(C)c1 (centres undefined) | i
86 | CC(=O)OC1c2cc(C)ccc2NC(c2ccc(F)cc2)C1(C)C (centres undefined) | i
87 | CC(C)C(=O)Nc1nnc(N=Cc2ccc(Br)s2)s1 | i
88 | CCc1cc(CN(C)C(=O)c2ccc3c(c2)no[n+]3[O-])on1 | ?
89 | COCCCn1ccnc1-c1ccc(OC)c(C)c1C | i
90 | CCOC(=O)c1c(C)oc2ccc(OCC(=O)C(C)(C)C)cc12 | i
91 | CCOC1CCN(C(=O)CCSCc2ccc(F)cc2)CC1 | i
92 | Cc1csc(NC(=O)CCCc2ccccc2)n1 | i
93 | Cc1cc(C)cc(-n2c(=O)c3sccc3n(CC(=O)Nc3ccccc3F)c2=O)c1 | i
94 | O=C(NCCCN1CCOCC1)c1cc(-c2ccc(Cl)s2)nc2ccccc12 | ?
95 | Cc1ccc(NC(=O)c2cccs2)c(Br)c1 | i
96 | COCC(O)CN1CCN(c2ccc([N+](=O)[O-])cc2Cl)CC1 (centres undefined) | i
97 | NC(N)=NC(N)=Nc1ccccc1 | i
98 | C=CCNC(=O)c1cc(-c2ccc(Br)cc2)on1 | i
99 | Cc1ccc(OCCCN2CCOCC2)cc1C | i
100 | CCCS(=O)(=O)N1CCCC(CCc2ccc(OC)cc2)C1 (centres undefined) | i
101 | Cn1cc(CN2CCC(OCc3cccnc3)CC2)c(-c2ccc(C3CCCCC3)cc2)n1 | i
102 | O=C(NCC1CC(=O)N(C2CC2)C1)C(=O)c1cccs1 (centres undefined) | i
103 | COc1cc(C2C(C#N)=C(N)Oc3cc(O)ccc32)cc2c1OCO2 (centres undefined) | i
104 | O=C(N1CCOCC1)N1CCN(C2CCC3(CCNCC3)CC2)CC1 | i
105 | OCC1(O)CCN(CC(c2ccccc2)c2ccccc2)CC1 | i
106 | C=CCSc1nnc2c(n1)OC(c1ccccc1OC)N(C(C)=O)c1ccccc1-2 (centres undefined) | ?
107 | COCC(NC(=O)c1csc2nc(-c3ccccc3)cn12)c1ccnn1C (centres undefined) | i
108 | Fc1ccc(C2(c3noc(-c4n[nH]c5c4CCC5)n3)CCOC2)cc1 (centres undefined) | ?
109 | COc1cc(CNc2ccc3c(c2)ncn3C(C)C)cc(OC)c1OC | i
110 | COc1ccc(CNC(=O)C2=C(C)C(=O)OC23CCN(S(=O)(=O)c2cccs2)CC3)cc1 | i
111 | CCOC(=O)C1=NNC2(c3ccc(Cl)cc3)C(=O)N(c3cccc(Br)c3)C(=O)C12 (centres undefined) | ?
112 | CC(c1ccccc1)n1cnnc1CCn1cccn1 (centres undefined) | ?
113 | Cn1cc(CC(=O)NCCCN2CCCC2=O)c2ccccc21 | i
114 | CNc1ncccc1C(=O)N1CC[C@@H](c2ccc3ccccc3c2)[C@H](O)C1 | ?
115 | Cc1ccccc1CN1C(=O)CSc2ccc(C(=O)N3CCC4(CC3)OCCO4)cc21 | i
116 | O=C(c1ccc(C(F)(F)F)cc1)N1CCN=C1SCc1ccccc1 | i
117 | Cc1sc(-n2cccc2)c(C(=O)N2CCN3C(=O)CNC(=O)C3C2)c1C (centres undefined) | ?
118 | CC(=O)c1sc2ccccc2c1OC(=O)c1ccccc1F | ?
119 | Cc1cccc(O)c1N=Cc1cc(C(=O)O)ccc1O | ?
120 | COc1ccc(CN2C(=O)CCC2(C)C(=O)NC2CCCCC2)c(OC)c1 (centres undefined) | i
121 | O=C(CSc1nc2c(c(=O)n1-c1ccccc1)SCC2)N1CCCc2ccccc21 | ?
122 | COc1cc(S(=O)(=O)N2CCCCC2C)c(OC)cc1Cl (centres undefined) | i
123 | Cc1c(C(=O)N2CCC(O)(C(=O)O)CC2)sc2ccccc12 | ?
124 | O=C(NCC(c1cccnc1)N1CCOCC1)c1nc(N2CCCC2)nc2c1CCCC2 (centres undefined) | i
125 | CCN(CC1CCCO1)C(=O)C1CCCN(c2nc(C)c3ccc(OC)cc3n2)C1 (centres undefined) | i
126 | Nc1nnc(SCC(=O)N2c3ccccc3Sc3ccccc32)s1 | i
127 | O=C(Cn1cnc2c(cnn2-c2ccccc2)c1=O)N1CCc2ccccc21 | i

Screens deposited in PubChem by IUPUI and University of Michigan.
